M. tuberculosis GlmU – inhibition of mycobacterial GlmU enzyme – biochemical, glucosamine-1-phosphate acetyltransferase (AID 1376); M. tuberculosis GlmU acetyltransferase enzyme assay; higher % means a stronger effect; inhibition, %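 (tested at 30 µM in the primary screen)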, or IC50 in µM where a hit was titrated; actives 0.25% (n = 220,000); in the data active = inhibition above about 13%;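 note: 0% = complete reaction with vehicle and 100% = reaction without substrate; strong numbers were not always called active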
RmlCD inh 1536 – M. tuberculosis RmlC/RmlD inhibition. RmlC+RmlD coupled enzyme assay, percent inhibition; primary screen in compound mixtures. inhibition, % at 3.6 µM. actives 0.03% (n = 160,000). AID 1533; in the data active = inhibition mostly above about 34%, no sharp cut-off; note: some results filed as inactive read as strong as hits
Target sequence (P9WH09 whole entry, looked up): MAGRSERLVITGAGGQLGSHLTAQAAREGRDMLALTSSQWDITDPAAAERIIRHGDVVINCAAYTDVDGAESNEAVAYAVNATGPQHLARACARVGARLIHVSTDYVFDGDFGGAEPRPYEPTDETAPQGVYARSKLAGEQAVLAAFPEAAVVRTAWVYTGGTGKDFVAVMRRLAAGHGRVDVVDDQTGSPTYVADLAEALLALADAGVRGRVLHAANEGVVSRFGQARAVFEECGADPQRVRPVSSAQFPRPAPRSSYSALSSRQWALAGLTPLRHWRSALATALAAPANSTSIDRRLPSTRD
Target sequence (P9WH11 whole entry, looked up): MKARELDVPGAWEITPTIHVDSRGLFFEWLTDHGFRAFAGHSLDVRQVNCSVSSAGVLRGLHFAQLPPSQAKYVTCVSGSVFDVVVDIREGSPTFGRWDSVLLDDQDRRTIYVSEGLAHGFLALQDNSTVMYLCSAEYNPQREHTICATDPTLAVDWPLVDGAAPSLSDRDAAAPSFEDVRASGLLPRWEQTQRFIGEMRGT
An asterisk follows results filed as active; nt = no result given; & = joins results of further samples.

SMILES	M. tuberculosis GlmU	RmlCD inh 1536
Cc1nnc(SCCN2CCOCC2)c2nn(-c3ccccc3F)c(C)c12	-0.6%	37
CC(c1nccs1)N(C)C(=O)CCc1nnc(CCc2ccccc2)o1 (stereo not given)	-3.3%	9
CCCCOc1ccc(/C=C/C(=O)NCCc2nc3ccccc3[nH]2)cc1	2.3%	0
CN(CCC(=O)Nc1ccc2c(c1)OCO2)Cc1ccccc1	-3.5%	2
COCCCNC(=O)CSC1=Nc2ccccc2C2=NC(Cc3c[nH]c4ccccc34)C(=O)N12 (stereo not given)	nt	11
COc1ccc2oc3c(c2c1)NC(=O)CN=C3c1ccccc1	-0.5%	8
Cc1ccc(C2c3c(oc4ccccc4c3=O)C(=O)N2CCCN2CCOCC2)o1 (stereo not given)	2.6%	11
CCN1/C(=C2\C(=O)N(C)C(=S)N2c2ccccc2)C=Cc2ccccc21	3.6%	nt
Cc1ccc(C)c(CN2C(=O)C3CCCN3c3ccc(S(=O)(=O)N4CCOCC4)cc32)c1 (stereo not given)	6.1%	-7
O=C(c1cccnc1)N1CCC(Oc2ccc(C(=O)N3CCCCO3)cc2)CC1	4.5%	-3
Cc1ccc(S(=O)(=O)N(CC(=O)N/N=C/c2ccco2)Cc2ccccc2)cc1	3.1%	12
COc1ccc(-c2nnc(SCC(=O)Nc3ccc(C)cc3)n2C)cc1	-1.1%	4
O=C(NCc1ccccc1)C(Cc1ccccc1)N1C(=O)C2C3CCC(C3)C2C1=O (stereo not given)	0.1%	nt
CC(=O)N1CCN2C(=O)C1CCCC(=O)c1cc(C3CCCCC3)ccc12 (stereo not given)	0.4%	-10
OCC1CCCCN1C(=S)Nc1ccc(Cl)cc1Cl (stereo not given)	0.0%	nt
O=[N+]([O-])c1cccnc1N1CCC(c2cc(-c3cccc(C(F)(F)F)c3)n[nH]2)CC1	-3.7%	-6
CN1CCN(CCc2nc3cc(NC(=O)COc4ccccc4)ccc3n2C)CC1	nt	1
Cc1ccc(OCc2ccc(C(=O)NN)o2)cc1C	-2.9%	nt
O=C(NCCCCNC(=O)c1ccc(Cl)s1)c1ccc(Cl)s1	-8.3%	nt
COc1ccccc1NS(=O)(=O)c1cc(NC(=O)c2ccc3c(c2)OCCO3)ccc1C	1.9%	-5
CC(C)c1ccc(NC(=S)NC2CCCCCC2)cc1	2.4%	-8
CCNC(=O)c1cc2c(=O)n3cccc(C)c3nc2n(Cc2ccc(C)cc2)c1=N	0.5%	57*
COc1ccc(NC(=O)C2CCCN(c3c4c(nc5ncnn35)CCC4)C2)cc1 (stereo not given)	2.9%	nt
COc1cccc(-c2nn(-c3ccccc3)cc2CO)c1	nt	9
CCC1CCc2c(sc(NC(=O)c3cccnc3)c2C(N)=O)C1 (stereo not given)	-2.7%	nt
SMILES	M. tuberculosis GlmU	RmlCD inh 1536
COc1ccc(/C=C2/SC(=O)N(CC(O)Cn3c4ccccc4c4ccccc43)C2=O)cc1 (stereo not given)	0.7%	nt
O=C(c1ccc(Br)s1)N1CCCC1	-1.8%	nt
CCOC(=O)c1cc(NC(=O)NCc2ccco2)c(C)nc1C	-3.5%	nt
Cc1cc(NC(=O)CN2CCCCC2)no1	2.4%	-13
Cc1[nH]c2ccccc2c1C(=O)COc1ccccc1F	-0.6%	-17
CCOc1ccc(Nc2n[nH]c(=S)s2)cc1	-5.0%	11
O=C(NC1CC2CCC1C2)c1ccc(CN2CCOCC2)cc1 (stereo not given)	-1.8%	nt
C=C(C)CNC(=S)NNC(=O)c1ccco1	-1.8%	13
COc1cccc(C(c2nnnn2CCc2ccccc2)N2CCN(c3ccccc3)CC2)c1OC (stereo not given)	-3.9%	5
NC(=O)COC(=O)c1cc(Cl)cc(Cl)c1N	2.9%	nt
Cc1cccc(OCC(=O)Nc2ccc3c(c2)OCO3)c1C	3.1%	nt
COc1cc2c(cc1N/C=C(\C#N)c1nc(-c3ccc(F)cc3)cs1)oc1ccccc12	10%	nt
COc1cc(OC)cc(-n2nc(C(=O)N3CCC4(CC3)OCCO4)c3ccccc3c2=O)c1	-1.7%	-7
N#CCCN(CCC#N)S(=O)(=O)c1ccc(C(=O)Nc2nnc(C3=COCCO3)o2)cc1	3.8%	-10
O=C(NCCCn1ccnc1)/C(=C\c1cccs1)NC(=O)c1cccs1	1.6%	-11
Cc1cccc(Nc2nc(N)nc(CN3CCC(C(N)=O)CC3)n2)c1C	-0.5%	nt
Cc1ccc(S(=O)(=O)N2Cc3ccccc3CC2C(=O)Nn2cnnc2)cc1 (stereo not given)	-1.6%	25
N#CC1(c2ccccc2)CCCN1C(=O)c1ccc(Br)cc1 (stereo not given)	0.7%	6
COc1ccc(CN2CC[C@H]3C=CC[C@@H](C(=O)N4CCOCC4)[C@H]3C2=O)cc1OC	-6.3%	nt
CC(C)COc1ccc(/C(=N/O)c2ccccc2)cc1	1.1%	7
O=C(COC(=O)c1cc(-c2ccccn2)nc2ccccc12)Nc1ncc(C(F)(F)F)cc1Cl	-3.3%	-27
COc1ccc(S(=O)(=O)Nc2cccc(F)c2)cc1C	-4.3%	nt
O=[N+]([O-])c1cccc(/C=C/c2ccncc2)c1	3.4%	16
CCOP(=O)(OCC)C(NC(=O)/C=C/c1ccc(OC)cc1)c1ccccc1 (stereo not given)	3.5%	15
Cc1cc(Nc2ccccc2)nc(N2CCOCC2)n1	-4.3%	15
SMILES	M. tuberculosis GlmU	RmlCD inh 1536
COc1ccc2c(c1)[nH]c1c(=O)n(CCN3CCOCC3)cnc12	5.0%	-4
N#C/C(=C(/O)c1ccco1)c1nc2ccccc2[nH]1	2.3%	-11
COc1ccc(/C=C(\C#N)C(=O)OCC(=O)NC(C)c2ccccc2)cc1 (stereo not given)	-3.8%	9
Cc1ccc(/C=C/c2nc3ccccc3c(=O)[nH]2)cc1	3.1%	-14
O=C(/C=C/c1ccc(Cl)cc1)Nc1ccccc1N1CCOCC1	-2.7%	-10
COc1ccccc1NC(=O)CS(=O)(=O)c1cccc2nsnc12	-4.6%	16
Clc1ccc(Oc2nc3ccccc3n3cccc23)cc1	1.8%	7
CCN(CC)CCCC(C)NC(=O)c1ccc(C(F)(F)F)cc1 (stereo not given)	-6.5%	-15
Cc1ccc(S(=O)(=O)CNC(=S)c2cccc(C)c2)cc1	3.7%	0
Cc1cc(/C=N\NC(=O)COc2cccc3cccnc23)c(C)n1-c1ccccc1	1.1%	-12
CCN1CCCC1CNCc1ccc(OCc2ccc(Cl)nc2)c(OC)c1 (stereo not given)	1.1%	5
Cc1ccc(-c2nnc(N3CCN(C(=O)CSc4ncn[nH]4)CC3)c3ccccc23)cc1	3.3%	7
O=C(CSCc1c(Cl)cccc1Cl)NCc1ccccn1	0.3%	10
O=C(CSc1ccc2ccccc2n1)c1ccccc1	1.8%	9
CSC1=C(C#N)C(c2ccccc2)C(C(C)=O)=C(C)N1 (stereo not given)	-2.9%	-5
Cc1ccc(C(=O)OC(C)CN2CCN(C)CC2)cc1 (stereo not given)	4.0%	7
O=C(CCC(=O)NNC(=O)c1ccccc1[N+](=O)[O-])NCc1ccccc1	-1.4%	-7
Cc1ccc(NNC(=O)c2ccc(Cl)cc2)nn1	1.5%	-5
CCOC(=O)c1c(C)n(C)c2ccc(OCC(O)Cn3c(C)nc4ccccc43)cc12 (stereo not given)	-4.6%	7
O=C(Cc1ccccc1)NCc1ccc(-n2cccc2)cc1	-5.2%	27
O=C1NC(c2ccccc2OC(F)F)Oc2ccccc21 (stereo not given)	6.9%	-7
COc1ccccc1NC(=S)Nc1ccc2cn[nH]c2c1	6.7%	14
O=C(CSc1ccccc1)NC(=O)NCc1ccccc1	-1.4%	nt
CC(C)CNC(=O)C(=O)NCc1ccccc1	6.8%	nt
CCOC(=O)C1(C(=O)OCC)CC1c1ccccc1 (stereo not given)	-1.9%	42
SMILES	M. tuberculosis GlmU	RmlCD inh 1536
COc1cc(CO)ccc1OCc1ccc(Cl)nc1	-6.0%	1
CCN(CC)S(=O)(=O)c1ccc(C)c(NC(=S)N2CCN(Cc3ccc4c(c3)OCO4)CC2)c1	-1.8%	-7
CCCC(=O)N1N=C(c2ccccc2)CC1c1cn(C)c2ccccc12 (stereo not given)	-1.7%	-9
CCOC(=O)C1CCN(C(=O)c2cccc(Cl)c2)CC1	-6.6%	nt
CCC(C)C1NC(=S)N(Cc2ccccc2)C1=O (stereo not given)	-2.9%	nt
CCOC(=O)N1CCN(Cc2ccc(O)c3ncccc23)CC1	-3.0%	16
Cc1ccc(-n2c(C)cc(/C=N/NC(=O)Cn3c4ccccc4c(=O)c4ccccc43)c2C)cc1	3.0%	9
Cc1c(NC(=O)c2ccc3ncccc3c2)c(=O)n(-c2ccccc2)n1C	-4.5%	-1
CC(=O)c1cc2c(cc1NC(=O)CN1CCCCC1C)OCO2 (stereo not given)	0.1%	nt
O=C(OCCN1C(=O)c2cccc3c(N4CCOCC4)ccc(c23)C1=O)c1ccc(Cl)cc1Cl	-2.0%	0
Cc1ccccc1-n1c(O)c(/C=N/c2nccs2)c(=O)[nH]c1=O	6.5%&-3.5%	-7&-6
Cc1ccc2nc(SC(C(=O)c3ccccc3)c3ccccc3)nc(C)c2c1 (stereo not given)	0.1%	6
Nc1ccc(C(=O)c2cccs2)cc1	-3.7%	nt
CN1C(=O)CSc2ccc(NC(=O)N3CCOCC3)cc21	-2.7%	12
O=C(CSCc1ccc(Cl)cc1)Nc1cc([N+](=O)[O-])ccc1O	0.8%	-15
CCN(CC)C(=O)CSC1=Nc2ccccc2C2=NC(Cc3c[nH]c4ccccc34)C(=O)N12 (stereo not given)	1.9%	3
CCCOC(=O)NC1CCS(=O)(=O)C1 (stereo not given)	1.3%	-3
CCn1c2ccccc2c2nn(C)c(=N)nc21	0.9%	-8
O=c1[nH]c(=O)n(CCC2=CCCCC2)c(O)c1C=Nc1cccc(F)c1	6.2%	-1
O=c1nc2scc(-c3ccccc3)n2c2ccccc12	2.3%	5
CCOc1ccc(N/C=C/C(=O)c2ccc3ccccc3c2)c([N+](=O)[O-])c1	-5.0%	nt
COc1cccc(CN(C)CC(=O)NC(=O)NCc2ccco2)c1	4.1%	-8
Cc1cccc(C2Nc3ccccc3C(=O)N2CCc2ccccc2)n1 (stereo not given)	1.9%	nt
Cc1ccnc2nc(C(=O)OCC(=O)c3c[nH]c4ccccc34)nn12	3.5%	7
CSCC(=O)NS(=O)(=O)c1ccc(C)cc1	-0.8%	nt
SMILES	M. tuberculosis GlmU	RmlCD inh 1536
COC(=O)c1c(NC(=O)CN2C(=O)NC3(CCC(C(C)(C)C)CC3)C2=O)sc2c1CCCCC2 (stereo not given)	1.1%	13
CCOc1cc(Br)c(C(=O)O)cc1OCC	3.9%	-1
COc1cccc(C(=O)Nc2cccc(C(C)=O)c2)c1	-6.8%	nt
O=c1c2cc([N+](=O)[O-])ccc2nc(CN2CCOCC2)n1-c1ccccc1F	1.1%	12
CCN(CC)c1ccc(/C=N/n2nnnc2N)c(O)c1	-4.8%	-3
CO/N=C/NC(=O)Cc1cn(-c2ncc(C(F)(F)F)cc2Cl)c2ccccc12	-5.3%	4
Cc1ccc(-n2cc(CN3CCC(O)(c4ccccn4)CC3)c(-c3ccc(F)cc3)n2)cc1	-2.0%	nt
O=[N+]([O-])c1ccc(N2CCCC2)nc1N1CCCC1	1.5%	-8
COC(=O)C1=C(C)N=C2SC(C)C(=O)N2C1c1cccc(F)c1 (stereo not given)	-7.5%	nt
O=C(CN(C1CCCCC1)S(=O)(=O)c1ccc(Cl)cc1)NCc1ccncc1	-5.5%	103
O=C(Nn1c(-c2ccccc2)nc2ccccc2c1=O)c1ccco1	2.4%	-1
C[N+](C)(C)CCN1C(=O)CSC1=O	-5.0%	nt
CCCNC(=O)CSc1nc(COc2ccccc2)nc2ccccc12	-0.4%	-6
CCN(CC)CCCNc1oc(/C=C/c2ccccc2)nc1C#N	-2.8%	24
Clc1nc(Cl)nc(NCCC2=CCCCC2)n1	-2.6%	9
CC1=NN(C(=O)c2csc(C)c2)C(O)(C(F)(F)F)C1 (stereo not given)	nt	-3
Cc1ccccc1C(=O)O/N=C(\N)c1ccncc1	3.2%	-7
CC(CC(=O)Nc1cc(C(F)(F)F)ccc1Cl)c1ccccc1 (stereo not given)	1.1%	nt
Cc1ccc(C)n1-c1cccc(C(=O)O)c1	23%*	108

Some of the compounds tested; rates above refer to the full screens.
